Source: PubChem (several laboratories)
PMI act – activators of human phosphomannose isomerase; 190,000 tested, 0.005% active; purified human PMI, coupled resazurin fluorescence, 20 min; active compounds read high; 1 = vehicle control, 0 substrate-free wells; P34949; activation factor at 20 µM;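 active = activation factor of 2 or more at 20 µM, relative to plate controls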
Target sequence (P34949 whole entry, looked up): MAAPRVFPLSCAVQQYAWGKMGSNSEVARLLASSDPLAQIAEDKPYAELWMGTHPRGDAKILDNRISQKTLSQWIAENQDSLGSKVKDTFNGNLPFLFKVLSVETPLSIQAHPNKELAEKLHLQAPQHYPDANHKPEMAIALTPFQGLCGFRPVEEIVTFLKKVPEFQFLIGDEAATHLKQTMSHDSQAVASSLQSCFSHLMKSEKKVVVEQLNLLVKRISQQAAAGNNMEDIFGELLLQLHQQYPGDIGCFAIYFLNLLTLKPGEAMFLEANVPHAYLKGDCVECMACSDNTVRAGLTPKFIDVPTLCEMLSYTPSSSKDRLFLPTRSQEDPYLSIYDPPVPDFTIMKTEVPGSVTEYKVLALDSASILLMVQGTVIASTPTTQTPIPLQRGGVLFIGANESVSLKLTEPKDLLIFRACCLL
NF-kB neuron act – NF-kB expression increase, human neuronal cells. NF-kB reporter expression; active compounds read high. fold change at 12.5 µM. 190,000 tested, 1.6% active. AID 1239; in the data active = fold change above about 3.3
PMI act hi M6P – PMI (human) activation, high substrate. P34949. activation factor at 20 µM. 190,000 tested, 0.34% active. AID 1216. coupled PMI enzyme assay, resazurin fluorescence, 20 min; active compounds read high; 1 = untreated enzyme, 0 = substrate-free blank;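 active = activation factor of 2 or more at 20 µM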
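Technique: Diaphorase-driven resazurin-to-resorufin fluorescence, excitation 544, emission 590 nm | Assay system: Human PMI in coupled enzyme assay | Times: Enzyme reaction with compound 20 min at room temperature | Medium: HEPES-buffered pH 7.4 with magnesium and detergent | Reagent: Mannose-6-phosphate 1.0 mM (near-saturating) plus 0.22 mM NADP+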
FLuc inhib CS – inhibits firefly luciferase, flagging false hits in luciferase inhibition screens; AID 1006; 200,000 tested, 1.5% active; inhibition, % at 10 µM; ATPLite firefly luciferase biochemical luminescence, 10 min;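 active = inhibition above about 50% when tested at 10 µM, limit read from the data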
FLuc act counter – firefly luciferase counter-screen for stimulation assays. 200,000 tested, under 10 active. P08659. activation factor at 10 µM. AID 1027. ATPlite luciferase biochemical, luminescence, 10 min; 0 = ATP-free wells, 1 = DMSO control;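 active = luciferase activation factor, scaled between plate controls, of at least 2 with compound at 10 µM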
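test system = cell-free luciferase reagent | medium = PBS as buffer for the ATP substrate | dosing = test compounds dosed from 2 mM stocks in 100% DMSO | incubation = 10 min at ambient temperature | detection = luminescence measurement of luciferase light output | benchmarks = low control with PBS replacing ATP, high control enzyme plus ATP without compound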
TNAP inh no acc – inhibitors of human TNAP without phosphate acceptor. P05186. purified TNAP, CDP-star luminescence, 30 min. inhibition, % at 20 µM. 200,000 tested, 0.26% active. AID 1012;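 active = tissue-nonspecific alkaline phosphatase inhibition above about 50% at 20 µM in the single-dose screen, limit read from the data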;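 also: 0% = DMSO negative control and 100% = EDTA positive control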
Target sequence (P05186 whole entry, looked up): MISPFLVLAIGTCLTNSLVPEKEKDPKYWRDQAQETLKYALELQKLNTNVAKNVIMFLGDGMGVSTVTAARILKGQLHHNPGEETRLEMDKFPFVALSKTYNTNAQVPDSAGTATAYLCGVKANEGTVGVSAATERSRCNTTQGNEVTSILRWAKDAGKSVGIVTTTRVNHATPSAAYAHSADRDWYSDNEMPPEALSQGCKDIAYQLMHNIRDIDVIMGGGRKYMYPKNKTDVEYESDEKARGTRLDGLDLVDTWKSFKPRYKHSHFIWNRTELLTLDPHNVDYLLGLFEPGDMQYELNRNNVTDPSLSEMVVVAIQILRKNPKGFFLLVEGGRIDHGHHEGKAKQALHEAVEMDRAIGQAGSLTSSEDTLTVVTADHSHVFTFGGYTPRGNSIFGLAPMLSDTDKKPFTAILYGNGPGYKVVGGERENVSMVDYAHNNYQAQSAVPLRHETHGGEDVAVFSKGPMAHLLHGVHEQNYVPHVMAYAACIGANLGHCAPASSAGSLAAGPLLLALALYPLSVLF
bIAP act – intestinal alkaline phosphatase (bovine) activation; purified bovine IAP, CDP-star luminescence, 30 min; active compounds read high; fold of DMSO-control signal, blank-subtracted; activation factor at 20 µM; 200,000 tested, 0.17% active; AID 1016;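 active = activation factor of 2 or more at 20 µM, a signal rise over negative controls twice the positive control's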
APP 5'UTR act – APP 5'UTR luciferase reporter activation; SH-SY5Y APP 5'UTR luciferase reporter, luminescence; zero percent = DMSO vehicle wells; activation, % at 2 µM; 190,000 tested, 1% active; AID 1276;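 active = activation above a set limit, based on mean plus 3 SD of controls, cut at about 140% in these data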; also: values of inactives mirror those of a sister screen read the other way
TNAP inh hi DEA – blocks human TNAP under high phosphate acceptor concentration; P05186; 200,000 tested, 0.03% active; purified TNAP, CDP-star luminescence, 1 M DEA; inhibition, % at 20 µM;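 active = over 50% inhibition of tissue-nonspecific alkaline phosphatase at 20 µM in the single-dose screen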;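 also: plate controls were DMSO wells for no effect and EDTA-quenched wells as full inhibition for full effect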
TNAP act hi DEA – increases human TNAP activity under high phosphate acceptor concentration; P05186; purified TNAP, CDP-star luminescence, 1 M DEA, 30 min; active compounds read high; 0 = EDTA background, 1 = DMSO-only activity; activation factor at 20 µM; 200,000 tested, under 10 active; AID 1136;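 active = activation factor at least 2 at 20 µM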
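Measured by: Luminescent substrate turnover signal | Test system: Human TNAP | Input: TNAP 1/800 final | Dosing: 20 µM single point | Schedule: 30 min, room temperature | Controls: EDTA wells as negative control, DMSO wells as positive control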
Numbers without * were called inactive; / = no result given. Random draw from the library. About 3.6% of those tested had a hit in this group.

SMILES	PMI act	NF-kB neuron act	PMI act hi M6P	FLuc inhib CS	FLuc act counter	TNAP inh no acc	bIAP act	APP 5'UTR act	TNAP inh hi DEA	TNAP act hi DEA
O=C1CCCC2=C1C(c1ccccc1)NC(=S)N2 (stereo not given)	1.1	0.89	1.1	-3	1	0	1	-6	-1	1
COc1cc(C)c(S(=O)(=O)Nc2ccc(CC(=O)O)cc2)cc1C	1	1	1.1	-5	1.1	-14	0.8	-8	-4	1
CCCCCc1ccc(OCCCC[n+]2ccc(C)cc2)c(CCCCC)c1	1	1	1	1	1	9	1	15	5	1
S=C(Nc1ccc(Cl)c(Cl)c1)NC1CCN(Cc2ccccc2)CC1	0.9	0.65	0.9	-9	1.1	-24	0.9	/	-5	1.1
CCCCOc1ccc(OC(=O)c2cccnc2)cc1	1.1	1.6	1	-1	1	-2	1	2	-7	1.1
CCOC(=O)CC(=O)Nc1nc2ccccc2s1	0.9	1.3	0.9	0	1	-8	1	0	-3	1
COCC(C)n1c(-c2ccc3c(c2)NC(=O)CO3)csc1=Nc1ccc(OC(F)F)cc1 (stereo not given)	0.9	0.86	0.9	-4	1	-12	0.9	-14	-2	1
Cc1cc(-c2ccccc2)nc(Oc2ccc(C(C)(C)C)cc2)c1S(C)(=O)=O	0.8	1.4	0.8	0	1	2	1.1	2	3	1
CC(=O)Nc1ccc(C(=O)Nc2nc(-c3ccccn3)cs2)cc1	1.3	1.2	0.9	7	0.9	-43	1.3	1	-2	1
Cc1ccc(-n2c(O)c(C=NCc3ccccn3)c3ccccc3c2=O)cc1	0.9	0.92	0.9	-3	1	-51	1	8	-6	1.1
CC1CCCC(NC(=O)Cn2cc3c(n2)CCCCC3)C1C (stereo not given)	1.1	1.2	1.1	-6	1.1	10	1	-4	-6	1.1
CCS(=O)(=O)c1ccc2oc(Nc3ccc(C(C)(C)C)cc3)nc2c1	0.8	1.4	0.9	-4	1	-15	0.9	19	-6	1.1
N#C/C(=C\c1cc([N+](=O)[O-])ccc1Cl)C(N)=O	0.8	0.99	0.8	-12	1.1	-12	1	-20	-3	1
CCS(=O)(=O)NCCc1ccc(OC)c(OC)c1	0.9	1.3	0.9	-1	1	-8	1	-13	-1	1
CCOC(=O)N1CCN(C(=O)COc2cc(=O)n(CC)c3ccccc23)CC1	1	1	1	-4	1	-11	1	5	-5	1
O=C1CCC(=O)N1c1cccc(-c2nc3ccccc3o2)c1	0.8	1	0.9	3	1	-17	1	-1	-4	1
Cc1cc(C(=O)NC(C)C2CCCO2)no1 (stereo not given)	1.1	0.95	1.1	-11	1.1	-11	0.9	-11	-4	1
NC(=O)c1ccc(-n2nnnc2SCc2ccccc2)cc1	1	0.88	1	-4	1	-13	0.9	10	-5	1.1
CS(=O)(=O)c1nc2c(cc1C#N)CCCC2	0.9	0.97	0.9	-2	1	-7	0.9	4	-2	1
Cn1c(=O)c2[nH]c(CNCc3ccccc3Cl)nc2n(C)c1=O	1	1	1	-3	1	-14	1.6	-4	0	1
CC(C)(C)NC(=S)NCc1ccncc1	1	0.95	1.1	-7	1.1	-14	0.9	24	-10	1.1
Cc1ccsc1/C=N/NC(=O)CNC(=O)c1ccc(S(=O)(=O)N2CCOCC2)cc1	1	1.2	1	-1	1	-6	1.1	-3	-2	1
Nc1cc(=O)[nH]c(SCC(=O)N2CCc3ccccc3C2)n1	1	0.95	1	-4	1	-14	0.9	-3	-4	1
CC1CC(=O)C2=C(C1)Nc1ncnn1C2c1ccccc1 (stereo not given)	0.9	1.1	0.9	0	1	2	0.9	-6	2	1
COC(=O)c1cc(OC)c(OC)cc1NC(=O)Nc1ccc(OC)cc1	1	1.1	1.1	-2	1	-19	0.8	-13	-8	1.1
N#CCSc1nnc(Nc2ccccc2)s1	0.9	1.5	0.9	-2	1	-4	1	-11	-6	1.1
CCOC(=O)NN1C(=O)c2ccccc2NC1c1ccc(N(C)C)cc1 (stereo not given)	1.1	1.3	1.1	-1	1	-32	1.1	-5	-4	1
Cc1ccccc1N=C/C=C1\N(C)c2ccccc2C1(C)C	1.2	0.57	1.3	0	1	-4	0.7	14	-5	1
Cn1c(=O)[nH]c(=O)c2c1nc(CN(Cc1ccccc1)Cc1ccccc1)n2CCN1CCOCC1	1	0.5	1	-2	1	-2	1	0	-3	1
Cc1ccc(OCC(=O)NCCN2CCOCC2)cc1C	0.9	1.8	1.1	3	1	-6	1	7	0	1
O=C(Oc1cc(=O)oc2ccccc12)c1cccnc1Cl	1.2	0.93	1.3	-3	1	-3	2.4*	1	-4	1
COc1ccc(C(C)=O)cc1CSc1nnc2c(Cl)cc(Cl)cn12	1	1.7	1	-6	1.1	-6	0.9	-10	-1	1
Cc1ccc(CN2CCN(/N=C/c3ccc(C(F)(F)F)cc3)CC2)cc1	0.9	0.93	1	-10	1.1	-2	0.8	-10	-4	1
Cc1ccc(S(=O)(=O)NC2=NCCCCC2)cc1	1	0.94	0.9	2	1	2	1	9	3	1
O=c1c2[nH]c3ccccc3c2ncn1C1CCCCC1	1	1.8	1	32	0.7	-14	0.9	40	-5	1.1
Cc1cccc(NC(=S)N/N=C/c2cccn2Cc2ccc(F)cc2)c1	1.1	1.2	1.1	2	1	-7	1	11	3	1
COc1ccc(OCC(=O)N/N=C2\CCCc3ccccc32)cc1	0.9	1.1	1	7	0.9	-13	0.7	6	-2	1
N#Cc1nc(COc2ccc(Br)cc2)oc1N1CCCC1	0.9	0.73	0.9	2	1	-7	0.9	0	0	1
Cc1ccc(CN2CCN(/N=C/c3ccc(C(=O)O)cc3)CC2)c(C)c1	1	0.73	1	-1	1	-10	1.1	12	-5	1
O=C(c1cc(C2CC2)on1)N1CCN(c2ccccc2)CC1	0.9	1.4	0.9	1	1	-7	1.1	-6	0	1

3 of the entries above in order of the bIAP act value, smallest number first:
| SMILES | bIAP act |
| --- | --- |
| COc1ccc(OCC(=O)N/N=C2\CCCc3ccccc32)cc1 | 0.7 |
| O=c1c2[nH]c3ccccc3c2ncn1C1CCCCC1 | 0.9 |
| Cc1ccc(S(=O)(=O)NC2=NCCCCC2)cc1 | 1 |

(listing goes on)
SMILES	PMI act	NF-kB neuron act	PMI act hi M6P	FLuc inhib CS	FLuc act counter	TNAP inh no acc	bIAP act	APP 5'UTR act	TNAP inh hi DEA	TNAP act hi DEA
Cc1cccc(CSc2nc3c(c(-c4cccs4)c2C#N)CN(C)CC3)c1	0.3	1.5	0.4	-8	1.1	-8	1	17	4	1
Cc1cccc(CSc2nc3c(c(=O)[nH]2)CCC3)c1	0.9	1.1	0.9	2	1	-13	1.4	2	-1	1
O=C1NCC2=C1C(c1ccc(Br)cc1)Nc1ccccc1N2 (stereo not given)	1.2	2.2	0.9	-2	1	-8	1	27	0	1
CCN(CC)C(=O)c1ccc(C)c(Br)c1	0.9	1.3	1	0	1	-8	1	-13	1	1
COc1ccc(OC)c(S(=O)(=O)Nc2cccc(-c3ccc4nncn4n3)c2)c1	1	0.96	1.1	-3	1	-5	1	-3	-4	1
CCOc1cc(C2C(C#N)=C(N)Oc3n[nH]c(-c4ccncc4)c32)cc([N+](=O)[O-])c1O (stereo not given)	0.8	1.3	0.8	0	1	31	1	-18	18	0.8
O=C(CCc1nc2ccccc2[nH]1)Nc1ccc(F)cc1	1	1.3	1	-2	1	-9	0.9	0	-6	1.1
COCCN1C=C(C(=O)OC)C(c2ccc(OC)c(OC)c2)C(C(=O)OC)=C1	1	1.3	1.1	1	1	-6	1.3	32	1	1
N#Cc1ccc2ccn(CC(=O)NC3CCCCCC3)c2c1	1	1.1	1.1	-7	1.1	-2	0.9	6	-4	1
O=C(CNc1n[nH]c(=O)[nH]c1=O)N/N=C/c1cccnc1	0.9	1.3	1	-8	1.1	-8	0.9	2	-3	1

Exported in markdown: part of the list above.
| structure | PMI act | NF-kB neuron act | PMI act hi M6P | FLuc inhib CS | FLuc act counter | TNAP inh no acc | bIAP act | APP 5'UTR act | TNAP inh hi DEA | TNAP act hi DEA |
| --- | --- | --- | --- | --- | --- | --- | --- | --- | --- | --- |
| O=C1NCC2=C1C(c1ccc(Br)cc1)Nc1ccccc1N2 (stereo not given) | 1.2 | 2.2 | 0.9 | -2 | 1 | -8 | 1 | 27 | 0 | 1 |
| CCN(CC)C(=O)c1ccc(C)c(Br)c1 | 0.9 | 1.3 | 1 | 0 | 1 | -8 | 1 | -13 | 1 | 1 |
| COc1ccc(OC)c(S(=O)(=O)Nc2cccc(-c3ccc4nncn4n3)c2)c1 | 1 | 0.96 | 1.1 | -3 | 1 | -5 | 1 | -3 | -4 | 1 |

Other records follow:
SMILES	PMI act	NF-kB neuron act	PMI act hi M6P	FLuc inhib CS	FLuc act counter	TNAP inh no acc	bIAP act	APP 5'UTR act	TNAP inh hi DEA	TNAP act hi DEA
O=C(COc1ccc(Br)cc1Cl)c1ccc[nH]1	1	3	0.9	9	0.9	-10	0.8	58	1	1
CC1Cc2ccccc2N1C(=O)c1cnc2n(c1=O)CCS2 (stereo not given)	1.1	1	1	-3	1	-20	0.9	/	-8	1.1
COC(=O)c1ccc(Oc2nc(NC(C)C)nc(SC)n2)cc1	0.9	0.98	1	-3	1	-12	0.9	/	-7	1.1
CCC(Oc1ccc2c(c1)C(=O)CC(C)(C)O2)C(=O)NCCN1CCCCCC1 (stereo not given)	0.8	0.93	0.8	-1	1	-8	1	12	1	1
O=C(NCCN1CCCCC1)c1cc(OCC(F)(F)F)ccc1OCC(F)(F)F	1	1.1	0.9	0	1	-1	0.9	9	5	0.9
C=C(C)CN(CC)CCC(=O)Nc1ccc(OC)cc1OC	1	0.97	1.1	1	1	-6	1	0	0	1
Cc1c(/C=N\NC(=O)c2ccc(F)cc2)cnn1C	0.9	1.2	0.9	3	1	-7	1	2	-1	1
COc1cc(N(C(=O)Cc2cccs2)C(C(=O)NC2CCCCC2)c2ccc(C)cc2)ccc1-n1cnnn1 (stereo not given)	1	1.3	1.1	-5	1.1	-32	0.8	17	0	1
Fc1ccc2nc(Nc3ccccc3)sc2c1	0.9	3.7*	1	4	1	-13	1	66	-4	1
COc1ccccc1Nc1nc(N)nc(CSC(=S)N2CCC(C)CC2)n1	0.8	1.7	0.9	0	1	-14	0.9	0	-2	1
COc1ccc(NC(=S)NC(NC(C)=O)C(Cl)(Cl)Cl)c([N+](=O)[O-])c1 (stereo not given)	1	0.92	1	-8	1.1	11	0.8	24	6	0.9
Cc1onc(-c2ccccc2)c1C(=O)N1CCOC12CCN(c1cccc(F)n1)CC2	1	0.85	1	-2	1	-9	1.1	5	1	1
Clc1ccc(CN2C3=NCCN3c3ccccc32)cc1Cl	1	0.55	1	-4	1	-13	1.1	3	-9	1.1
O=C(NNS(=O)(=O)c1ccc(Cl)cc1)c1cc(-c2ccccc2)nc2ccccc12	1	1.1	0.9	0	1	-4	1	2	-3	1
COc1ccc(CN2CCN(CCCc3ccccc3)CC2)c(OC)c1	1.1	1	1.1	-11	1.1	-4	0.9	20	-5	1
NS(=O)(=O)c1ccc(CCNC(=O)C2CCCN2C(=O)OCc2ccccc2)cc1 (stereo not given)	0.9	1.1	0.9	2	1	-5	1	4	-4	1
Cc1cc(NC(=O)CSc2ccc3nnc(-c4cccnc4)n3n2)no1	1	0.83	1.1	-1	1	-12	0.9	-9	-5	1.1
CCCCCC/C(=N\NS(C)(=O)=O)c1ccccc1	1	1.1	1	-2	1	-9	1	2	-4	1
